KOR beta-arrestin-1 – KOR antagonists, beta-arrestin recruitment, cell-based, luminescence, uHTS (AID 1778). KOR beta-arrestin recruitment, luminescence, antagonist mode; higher % means a stronger effect. inhibition, % at 10 µM, or IC50 in µM where a hit was titrated. hit rate 0.091% among 290,000; further: strong numbers were not always called active
M17LAP inhibition – P. falciparum M17LAP inhibitors, primary screen, biochemical, fluorogenic H-Leu-NHMec substrate, 1536-well (AID 1619) | inhibition, % at 30 µM; hits with a dose series show IC50 in µM | hit rate 0.38% among 220,000 | recombinant M17LAP, H-Leu-NHMec fluorogenic kinetic assay; higher % means a stronger effect;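 active means compound inhibiting the enzyme by more than half at any dose during confirmatory dose-response retesting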;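 further: plate controls were full reaction with DMSO carrier for no effect and no enzyme background for full effect; strong numbers were not always called active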
KOR beta-arrestin-2 – KOR agonists, beta-arrestin recruitment, primary screen, cell-based, luminescence, uHTS (AID 1777). activation, % at 10 µM, or EC50 in µM where a hit was titrated. KOR beta-arrestin recruitment, luminescence; higher % means a stronger effect. hit rate 0.02% among 280,000; in the data active means activation above about 50%, passing the limit was not always enough; further: a part of the inactive calls stands beside numbers as strong as those of hits
NOD1 NF-kB reporter – NOD1 signaling inhibitors, primary screen, cell-based, luminescence, uHTS (AID 1578). NOD1-driven NF-kB luciferase reporter cells, luminescence; higher % means a stronger effect. hit rate 1% among 290,000. inhibition, % at 4 µM, or EC50 in µM where a hit was titrated; in the data active means inhibition mostly above about 36%, no sharp cut-off; inactive means mostly below about 34%;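 further: HEK-293T reporter cells stimulated with the NOD1 agonist gamma-tri-DAP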
HEK293 NOD2/NF-kB – NOD2 signaling inhibitors, cell-based, luminescence, uHTS, HEK293 (AID 1566). HEK293 NOD2/NF-kB luciferase reporter, luminescence; higher % means a stronger effect. inhibition, % at 4 µM, or EC50 in µM where a hit was titrated. hit rate 0.63% among 290,000; further: many of its hits are not listed in these tables
AID2073 – inhibitors of Mint1-CaV2.2 protein interaction, biochemical, HTRF (AID 2073); HTRF protein-protein interaction, Mint1-CaV2.2; higher % means a stronger effect; inhibition, % at 20 µM, or IC50 in µM where a hit was titrated; hit rate 0.19% among 290,000; in the data active means inhibition mostly above about 51%, no sharp cut-off; further: some results filed as inactive read as strong as hits
Dynein cargo inh – dynein cargo transport inhibition | AID 1381 | hit rate 0.47% among 220,000 | z-score, hits read low | 3617.4 mouse cells, GR-EGFP nuclear translocation imaging; test concentration mostly 20 µM; stimulated with dexamethasone, 1 µM; hits give low values;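 active means plate z-score of nuclear minus cytoplasmic receptor signal below a set negative limit, without overly bright fluorescence or cell loss, cut at about -3.5 in these data, passing the limit was not always enough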;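 further: z-score of nuclear minus cytoplasmic ring GR-EGFP intensity difference per well; some compounds called inactive have numbers as strong as hits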
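Schedule: 48 h induction, then 1 h compound, then 30 min agonist, 37 °C. Buffer or medium: tetracycline-free induction medium containing charcoal-stripped FBS. Reagent: 1.0 µM final dexamethasone stimulus. Evaluation: nuclear versus cytoplasmic GR-EGFP signal, averaged per well. Signal: high-content fluorescence imaging after fixation.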
GPR55 activation – GPR55 agonists via beta-arrestin recruitment, primary screen, imaging, U2OS cells, beta-arrestin-GFP redistribution (AID 1961); U2OS GPR55 beta-arrestin-GFP redistribution imaging; higher % means a stronger effect; activation, % at 10 µM; hits with a dose series show EC50 in µM; hit rate 0.048% among 290,000;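 active means activation above 40% with more than 50 cells counted in the well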;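 further: U2OS osteosarcoma cells stably expressing GPR55 and beta-arrestin-GFP; plate controls were DMSO negative control for no effect and LPI positive control for full effect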
P. falciparum M1AAP – P. falciparum M1AAP inhibitors, biochemical, fluorogenic H-Leu-NHMec substrate, 1536-well (AID 1445). recombinant M1AAP, H-Leu-NHMec fluorogenic kinetic assay; higher % means a stronger effect. one-dose inhibition, % at 30 µM; IC50 in µM for titrated hits. hit rate 0.42% among 220,000;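 active means primary inhibition above the hit cutoff, then over 50% inhibition at one or more dose response concentrations, cut at about 23% in these data, passing the limit was not always enough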;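 further: plate controls were DMSO full reaction for no effect and no enzyme background for full effect; strong numbers were not always called active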
Dynein cargo inh cytoplasmic EGFP – recorded beside Dynein cargo inh, whose call it bears; z-score; measured here: cytoplasmic GR-EGFP intensity; hits give high values
Dynein cargo inh nuclear GR-EGFP – recorded beside Dynein cargo inh, whose call it bears; z-score; measured here: nuclear GR-EGFP intensity;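 lower value marks the stronger effect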
Dynein cargo inh cell count – recorded beside Dynein cargo inh, whose call it bears; z-score; measured here: cell count per field
The depositor's hits bear a star; . = not tested or not shown; & = joins results of further samples; [ ] = dose if it differs, or a comment. Unless noted, no stated cut-off is given here; in the data, active means inhibition above about 50%; inactive means the rest. An excerpt; count on the stated rates, not on these rows.

SMILES	KOR beta-arrestin-1	M17LAP inhibition	KOR beta-arrestin-2	NOD1 NF-kB reporter	HEK293 NOD2/NF-kB	AID2073	Dynein cargo inh	Dynein cargo inh cytoplasmic EGFP	Dynein cargo inh nuclear GR-EGFP	Dynein cargo inh cell count	GPR55 activation	P. falciparum M1AAP
COc1ccc2c(c1)[nH]c1c(=O)n(Cc3ccncc3)cnc12	4%	5%	-4.0%	4%	-6%	2%	0.5	-0.16	0.13	-0.3	-0.1%	-1%
Cc1nc(SCC(=O)c2ccccc2)[nH]c(=O)c1Oc1ccc(Cl)cc1	.	-2%	2.8%	-1%	22%	41%	0.69	-0.24	0.22	0.41	0.2%	-7%
Cn1c(CCc2ccccc2)nnc1SCC(=O)N1CCOCC1	16%	-3%	-2.7%	-21%	2%	-16%	-0.24	-0.21	-0.14	0.84	0.0%	-1%
CCOc1cc(/C=N/NC(=O)C(=O)NCCCOC(C)C)cc(Br)c1O	5%	0%	-2.0%	-20%	6%	-8%	0.47	-0.29	-0.19	-0.097	-0.2%	1%
CCOC(=O)c1c(C)oc2c1c(CN1CCN(C(=O)OCC)CC1)c(O)c1ccccc12	-12%	-1%	-1.5%	3%	15%	12%	-1.6	0.33	-0.4	-0.75	-0.2%	3%
COc1ccc(N2CC(O)(c3ccc(OC(F)F)cc3)[N+]3=C2CCCC3)cc1 (centres undefined)	-33%	2%	-1.2%	-20%	-2%	2%	-1	-0.088	-0.57	-0.0049	0.3%	0%
CCc1nn(CC(=O)NC(C)CCc2ccccc2)c(=O)c2cc3occc3n12 (centres undefined)	-4%	.	0.0%	-13%	11%	2%	.	.	.	.	0.0%	.
CN1C(=O)Nc2cccc3cccc1c23	-1%	.	-3.3%	-1%	6%	-10%	.	.	.	.	-0.3%	.
CN(C)S(=O)(=O)c1ccc(C(=O)NCc2ccco2)cc1	-20%	-6%	1.5%	25%	9%	4%	-0.023	-0.26	0.084	0.63	-0.1%	1%
COc1ccc(/C=N/N2C(=O)c3ccccc3C2=O)cc1	9%	-6%	4.2%	-13%	1%	-1%	-0.47	-0.27	-0.6	0.72	0.1%	0%
Cc1nc2ccccc2c2oc(C(=O)NCCCN3CC(C)CC(C)C3)cc12 (centres undefined)	7%	.	-5.4%	-23%	9%	2%	.	.	.	.	-0.1%	.
O=C(Nc1ccncc1)Nc1ccccc1Cl	5%	.	-0.5%	3%	20%	13%	.	.	.	.	0.0%	.
C/C(=N\NC(=O)COc1cccc(Cl)c1)c1ccc2c(c1)OCCO2	0%	6%	2.5%	-21%	-9%	1%	-0.65	-0.24	0.33	0.57	-0.1%	3%
COc1ccc(OCCn2cc(C=O)c3ccccc32)cc1	-53%[20 µM]	.	-0.9%	-8%	7%	-2%	.	.	.	.	0.1%	.
COC(=O)c1c(NC(=O)C2SC(=NC3CCCCC3)C(C(N)=O)=C2N)sc2c1CCCC2 (centres undefined)	2%	7%	-0.5%	4%	8%	5%	0.55	-0.22	0.2	-0.12	-0.1%	6%
CCOC(=O)Cn1nc(C)c2ccccc2c1=O	0%	-2%	-3.1%	10%	18%	-12%	-0.98	0.083	-0.25	1.7	-0.2%	3%
COCCCNC(=O)CCCn1c(=O)c2ccccc2n(Cc2cccc([N+](=O)[O-])c2)c1=O	-4%	-7%	-2.2%	-11%	18%	0%	-0.85	-0.29	-0.37	0.4	-0.4%	2%
N=c1c(C(=O)NCc2ccc(F)cc2)cc2c(=O)n3ccccc3nc2n1Cc1cccnc1	5%	-96%	-4.6%	2%	24%	17%	-0.071	-0.17	0.1	0.64	-0.1%	0%
COC(=O)c1ccccc1-c1ccc(C(c2c(C)[nH][nH]c2=O)c2c(C)[nH][nH]c2=O)o1	16%[20 µM]	31%	.	2%	-48%	5%	1.5	0.13	1.5	-2.6	0.1%	7%
COc1cc(/C=N/N2CCN(Cc3ccc(Cl)cc3)CC2)ccc1OC(C)=O	-15%	.	-3.3%	41%	12%	-25%	.	.	.	.	-0.2%	.
CCOc1ccc(N/C=C/C(=O)c2ccc(OC)c(OC)c2)cc1	-16%	.	-2.3%	7%	-47%	29%	.	.	.	.	0.2%	.
CCN(CC)c1ccc(C=Nc2ccc(N(C)C)cc2)c(O)c1	-25%	16%	-4.5%	-13%	8%	28%	-5.1	16	-0.061	-4.3	-0.2%	10%
CN(CC(=O)Nc1ccccc1Br)C(=O)CNC(=O)c1ccc(Oc2ccccc2)cc1	16%	.	-3.6%	-6%	16%	2%	.	.	.	.	-0.1%	.
Cc1cc(C)c(-c2cc(C(F)(F)F)no2)c(=O)[nH]1	-6%	-6%	-1.4%	-1%	16%	6%	0.052	0.1	0.68	-0.63	0.2%	-2%
O=C(Cc1cccs1)N(CC1CCCO1)C1(C(=O)NC2CCCC2)CCCCC1 (centres undefined)	7%	3%	-4.9%	1%	-30%	-13%	-0.12	-0.4	-0.54	0.49	-0.3%	1%
CCOC(=O)CSc1nc(CC)nc2ccccc12	24%	2%	5.3%	-4%	5%	28%	-2.3	-0.12	-0.79	0.23	0.2%	-9%
CC(C)NCC(O)COc1ccc(CCOCC2CC2)cc1 (centres undefined)	0%&-9%	14%&4%	-1.8%&-5.5%	-14%&-15%	8%&7%	-5%&10%	-0.32	-0.3	0.015	1.2	-0.2%&-0.1%	-3%&3%
CCN1CCN(c2nc3c(C)cccn3c(=O)c2/C=C(\C#N)C(=O)NCCCOC)CC1	-19%	.	-4.7%	-12%	2%	21%	.	.	.	.	0.4%	.
Clc1ccc(Cl)c(-c2nc(-c3ccncc3)no2)c1	-29%[20 µM]	.	1.4%	-44%	-28%	-24%	.	.	.	.	0.2%	.
CCCc1cc2c(=O)c(-c3ccc4c(c3)OCCO4)coc2cc1OS(C)(=O)=O	21%	-2%	2.2%	-35%	1%	13%	-0.49	-0.25	-0.49	0.64	0.2%	4%
COc1cccc(/C=N/NC(=O)c2ccc(COc3ccc(Cl)cc3Cl)o2)c1	-8%	-15%	1.7%	.	-1%	-1%	0.095	-0.23	0.57	1.1	-0.1%	-2%
COc1ccccc1OCCC(=O)Nc1cccc(S(=O)(=O)N2CCCCC2)c1	-6%	-9%	9.8%	-15%	13%	0%	-0.32	-0.29	-0.51	0.54	0.1%	1%
CC1(c2ccc(O)cc2)NC(=O)N(c2ccccc2)N1 (centres undefined)	-8%	-8%	-3.2%	-34%	-17%	12%	0.67	-0.15	0.28	-0.97	0.5%	2%
O=C(CSc1nnc2ccccn12)Nc1ncc(Cl)cc1Cl	-12%	2%	-3.9%	-50%	-32%	-2%	-0.45	0.069	-0.053	0.51	-0.1%	-4%
Cc1ccc(OCC(=O)Nc2ccc3c(c2)nc(CCN2CCC(C)CC2)n3C)cc1	-35%	.	-2.0%	-16%	-1%	5%	.	.	.	.	1.0%	.
Nc1nc(SCC(=O)Nc2ccccc2C(F)(F)F)[nH]c(=O)c1-c1ccccc1	22%[20 µM]	2%	-6.7%	5%	2%	-6%	-0.81	-0.4	-0.87	1.7	-0.1%	6%
CC1CCN(C(=O)C2CCN(C(=O)c3ccc(C(C)(C)C)cc3)CC2)CC1	-23%	.	2.7%	-27%	9%	-4%	.	.	.	.	0.0%	.
COC(=O)c1ccc(-n2ccnc2)cc1	-55%	-5%	4.3%	-23%	7%	-5%	-0.41	-0.31	-0.18	0.67	0.3%	-1%
CSc1nc2ccc(S(=O)(=O)N3CCCC3)cc2s1	-11%	5%	-3.1%	5%	4%	-6%	0.15	-0.3	0.13	-0.66	0.6%	13%
O=C(CSc1nnc(Cc2cccs2)n1C1CCCCC1)N1CCCc2ccccc21	-93%	3%	.	21%	18%	-27%	0.33	-0.21	-0.11	0.52	-0.2%	-1%
Cc1cc(C(=O)COC(=O)c2ccc(O)cc2)c(C)n1CC1CCCO1 (centres undefined)	-11%	-4%	-3.1%	-58%	-113%	19%	-0.8	-0.35	-0.61	1.2	0.0%	4%
C/C(=N\NC(=O)Cc1csc(N2CCOCC2)n1)c1ccc(Cl)c(Cl)c1	-10%	9%	11%	29%	-49%	3%	1.7	-0.3	1.1	-1.6	0.5%	3%
COC(=O)CSc1nnc(CNC(=O)Cc2ccccc2)n1C	-31%	5%	2.9%	-22%	-17%	8%	-0.32	-0.21	-0.085	-0.0029	0.0%	-3%
Cc1cccc(N2CCN(C(=O)CCCn3c(=O)c4cccn4c4cccnc43)CC2)c1C	-21%	.	3.5%	36%	7%	9%	.	.	.	.	-0.3%	.
CCCc1nc2ccccc2c(=O)n1CC(=O)c1ccc(OC)cc1	4%	.	3.2%	22%	5%	10%	.	.	.	.	-0.1%	.
CCOC(=O)c1cc(-c2ccc(C)cc2)n(CCC(=O)NCCN(C)C)c1C	-39%	3%	3.2%	4%	16%	-2%	-0.2	0.14	-0.18	-0.13	-0.1%	0%
CCCCN(CCCC)C(=O)CSc1nnc(-c2cc(OC)c(OC)c(OC)c2)o1	6%	13%	0.4%	13%	18%	38%	-0.24	-0.14	0.091	0.046	-0.2%	22%
Cc1cc(NC(=O)CCC(=O)N(c2ccc(F)cc2)C(C(=O)NC2CCCC2)c2ccncc2)no1 (centres undefined)	-30%	2%	6.6%	7%	9%	4%	-0.039	-0.27	0.1	0.33	-0.1%	1%
CCOC(=O)c1c(/N=C/C2=C(O)CC(C)(C)CC2=O)sc(C(C)=O)c1C	-14%[20 µM]	7%	-3.3%	-25%	-3%	8%	0.54	-0.33	0.74	-0.53	-0.1%	14%
COc1ccc(C(=O)Nc2cc(C)c(NC(=O)c3ccccc3OC)cn2)cc1	-20%	.	0.6%	-50%	5%	5%	.	.	.	.	-0.1%	.

Results in Dynein cargo inh and KOR beta-arrestin-2 (three entries from above):
molecule | Dynein cargo inh | KOR beta-arrestin-2
COC(=O)c1ccc(-n2ccnc2)cc1 | -0.41 | 4.3%
CSc1nc2ccc(S(=O)(=O)N3CCCC3)cc2s1 | 0.15 | -3.1%
O=C(CSc1nnc(Cc2cccs2)n1C1CCCCC1)N1CCCc2ccccc21 | 0.33 | .
